Source: PubChem (several laboratories)
CAL PDZ FP – inhibitors of human CAL PDZ peptide binding; hit rate 0.92% among 300,000; inhibition, % at 24.9 µM; Q9HD26; purified CAL PDZ, TMR-peptide fluorescence polarization, 1 h; AID 602252;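 active means mean inhibition of at least 30% with at least half of replicates also reaching 30%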;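 further: 0% = DMSO neutral control and 100% = excess unlabeled competitor peptide PRC23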
OPRM1-OPRD1 ag – OPRM1-OPRD1 heterodimerization agonism; activation, % at 9.3 µM; AID 504326; hit rate 0.3% among 340,000; cells, luminescence; P35372+P41143; in the data active means activation above about 18%;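 further: 0% = vehicle-treated cells and 100% = reference agonist; values of inactives mirror those of a sister screen read the other way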
C-LANA FP – inhibitors of KSHV LANA C-terminal domain DNA binding | inhibition, % at 9 µM | MBP-C-LANA/FAM-LBS DNA binding, fluorescence polarization | hit rate 0.078% among 340,000 | AID 504423;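 active means highest replicate inhibition at or above 60% at 9 µM, even if other replicates fall short; inactive means all replicates below 60% inhibition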;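 further: 0% = neutral control wells and 100% = 4 µM acridine orange control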
HTR5A inv ctr – HTR5A inverse agonism, opioid heterodimer counter-screen | HTR5A cell line, luminescence | inhibition, % at 9.3 µM | hit rate 0.083% among 340,000; in the data active means inhibition mostly above about 23%, no sharp cut-off; inactive means mostly below about 18%;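 further: 0% = cells with DMSO and 100% = no-cell wells with DMSO; some compounds called inactive have numbers as strong as hits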
Target sequence (P47898 whole entry, looked up): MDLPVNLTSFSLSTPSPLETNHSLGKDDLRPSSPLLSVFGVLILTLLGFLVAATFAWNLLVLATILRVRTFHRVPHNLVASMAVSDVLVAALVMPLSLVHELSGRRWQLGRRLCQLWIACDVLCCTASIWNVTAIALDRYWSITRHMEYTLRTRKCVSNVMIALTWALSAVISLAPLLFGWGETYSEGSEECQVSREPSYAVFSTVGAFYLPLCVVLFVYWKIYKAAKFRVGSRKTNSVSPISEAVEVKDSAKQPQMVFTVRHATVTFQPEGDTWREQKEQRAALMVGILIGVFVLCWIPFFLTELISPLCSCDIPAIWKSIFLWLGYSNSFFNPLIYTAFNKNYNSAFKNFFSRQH
HTR5A ag ctr – HTR5A agonism, opioid heterodimer counter-screen | P47898 | HTR5A agonist assay, luminescence, cell-based | activation, % at 9.3 µM | hit rate 0.61% among 340,000; in the data active means activation mostly above about 9.5%, no sharp cut-off; inactive means mostly below about 7.6%;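 further: 0% = cells with vehicle only and 100% = reference agonist; strong numbers were not always called active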
OPRM1-OPRD1 inv – inverse agonist of human OPRM1-OPRD1 heterodimerization; inhibition, % at 9.3 µM; P35372+P41143; hit rate 0.21% among 340,000; AID 504357; cell-based MOR-DOR heterodimer luminescence, inverse agonism; in the data active means inhibition above about 22%, passing the limit was not always enough;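 further: 0% = cells with DMSO and 100% = wells without cells with DMSO; values of inactives mirror those of a sister screen read the other way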
RTF Ca sens act – cardiac RTF calcium sensitization; IANBD-labeled TnC RTF fluorescence at EC20 calcium; 0% EC20 calcium, 100% full calcium; activation, % at 7.2 µM; hit rate 0.24% among 340,000; AID 493008;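 active means activation above the mean over all tested compounds plus 3 SD, cut at about 30% in these data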;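 further: rise in fluorescence read as greater calcium sensitivity of cardiac thin filaments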
Keap1 Nrf2 FP – disrupts human Keap1 binding to Nrf2 peptide; Q14145; Keap1 Kelch-Nrf2 peptide fluorescence polarization, 1536-well; inhibition, % at 9.4 µM; hit rate 0.15% among 340,000; AID 504523; in the data active means inhibition above about 12%;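 further: human Keap1 Kelch domain with fluorescein labeled Nrf2 9mer peptide probe; 0% = neutral control wells and 100% = peptide positive control; higher means more block of Keap1 binding to Nrf2 peptide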
Target sequence (Q14145 whole entry, looked up, the tested form may be a part): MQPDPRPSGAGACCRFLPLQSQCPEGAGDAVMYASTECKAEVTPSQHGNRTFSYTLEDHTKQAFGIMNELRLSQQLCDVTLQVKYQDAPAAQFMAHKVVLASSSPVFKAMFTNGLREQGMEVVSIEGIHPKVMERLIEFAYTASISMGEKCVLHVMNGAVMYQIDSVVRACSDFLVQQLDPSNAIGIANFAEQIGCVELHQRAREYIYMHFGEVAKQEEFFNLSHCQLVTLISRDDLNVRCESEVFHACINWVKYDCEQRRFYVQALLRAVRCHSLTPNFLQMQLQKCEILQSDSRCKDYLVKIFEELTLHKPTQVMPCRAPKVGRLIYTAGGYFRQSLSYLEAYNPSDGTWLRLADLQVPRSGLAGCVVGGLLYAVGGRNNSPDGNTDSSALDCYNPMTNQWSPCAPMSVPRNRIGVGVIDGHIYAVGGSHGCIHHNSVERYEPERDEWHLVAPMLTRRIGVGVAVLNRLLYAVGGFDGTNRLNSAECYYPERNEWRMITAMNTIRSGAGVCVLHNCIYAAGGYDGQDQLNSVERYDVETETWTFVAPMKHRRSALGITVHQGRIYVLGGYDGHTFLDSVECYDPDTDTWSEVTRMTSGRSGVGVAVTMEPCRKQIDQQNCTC
RTF Ca sens inh – cardiac RTF calcium desensitization; P19429+P45379; IANBD-labeled cardiac RTF, Ca2+ fluorescence; inhibition, % at 7.15 µM; hit rate 0.12% among 340,000;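 active means inhibition above the mean inhibition of all tested compounds plus 3 SD, cut at about 17% in these data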;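 further: assay run at fixed EC70 calcium of 1.6 mM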
V-ATPase pH – alters yeast V-ATPase proton transport; S. cerevisiae, pHLuorin cytosolic pH fluorescence; response, % at 10 µM; hit rate 0.37% among 350,000; in the data active means response mostly above about 7.3%, no sharp cut-off; inactive means mostly below about 5.4%; further: actives read high; inactives centre near 0; some compounds called inactive have numbers as strong as hits; reference of the scale not given here
Numbers without * were called inactive; . = no result given; & = joins results of further samples.

SMILES | CAL PDZ FP | OPRM1-OPRD1 ag | C-LANA FP | HTR5A inv ctr | HTR5A ag ctr | OPRM1-OPRD1 inv | RTF Ca sens act | Keap1 Nrf2 FP | RTF Ca sens inh | V-ATPase pH
CCOC(=O)c1ccc(CSc2n[nH]c(C)n2)o1 | -3 | 0.2 | 3.4 | 3 | -1 | -1 | 0 | -2 | 5 | -4
CNC(=O)c1nnsc1S(=O)(=O)c1ccc(Cl)cc1 | -3 | -5.6 | -0.7 | 17 | -6 | 32* | 7 | -26 | -15 | -1
COC(=O)CSc1nc(N2CCOCC2)c2c(c1C#N)CC(C)(C)OC2 | -8 | -2.3 | 0.4 | -5 | 1 | 12 | -3 | -2 | -8 | 3
Cc1ccn2c(C(=O)N/N=C\c3cccs3)c(C)nc2c1 | . | -1.6 | 1.6 | -19 | 3 | 8 | 5 | -2 | -9 | 2
O=C1c2ccccc2C(=O)N1CCCn1c(=O)oc2ccccc21 | 1 | -1.3 | 0.4 | 1 | 1 | 8 | -8 | 1 | 8 | -1
CCSc1nnc(NC(=O)C2CCCCC2C(=O)OCC(F)(F)C(F)F)s1 (configuration not stated) | -4 | -3.2 | 1.4 | -7 | -2 | 16 | 4 | -9 | -14 | -2
CCOc1ccccc1C(=O)OCC(=O)Nc1ccc(OC(F)F)cc1 | . | 1.2 | 1.4 | 12 | -1 | -6 | 0 | 6 | -2 | 5
CCCCc1ccc(NC(=S)NCc2cccnc2)cc1 | -1 | 1.2 | -0.4 | -7 | 7 | -6 | 2 | -3 | 0 | 0
Cc1cc(C)c[n+](-c2nc3ccccc3nc2C(=C=[N-])C#N)c1 | -2&3 | -2.9&-0.5 | 0.1&-0.9 | 12&-6 | -5&2 | 15&3 | -5&6 | -1&-12 | -11&0 | -4&0
CC(=O)N1CCN(c2cc(N3CCc4ccccc4C3)c(F)cc2[N+](=O)[O-])CC1 | -1 | -2.0 | -1.4 | 10 | 0 | 12 | -1 | 3 | -2 | 1
Cc1cc(CN2C(=O)c3ccccc3C2=O)cc(N2CCOCC2)c1 | 1 | 3.7 | -0.3 | 11 | -5 | -22 | 10 | -5 | -11 | 2
CC(C)(C)C(C(=O)n1cccc1C#N)c1ccccc1 (configuration not stated) | 1 | 2.9 | -2.6 | 0 | 0 | -17 | -5 | 1 | -2 | 1
CN1C[C@@H]2[C@@H]3C(=O)N(Cc4ccccc4)C(=O)[C@@H]3[C@](C)(C1=O)N2C(=O)c1ccc(F)cc1 | -2 | -1.0 | 0.9 | 3 | 1 | 5 | -1 | 1 | 4 | -1
COc1cc(CC(=O)OCC(=O)c2ccc[nH]2)cc(OC)c1OC | -1 | 0.6 | -5.9 | -21 | 8 | -2 | -4 | -1 | -3 | -4
CCn1c(CCC(N)=O)nnc1SCC(=O)c1cc(C)n(C2CC2)c1C | . | -3.5 | 3.1 | 14 | -6 | 15 | 0 | -1 | 0 | 3
O=C(Cc1ccccc1)NCC(=O)N/N=C/c1ccc([N+](=O)[O-])s1 | -4 | 3.8 | 0.1 | -2 | 5 | -23 | 3 | 0 | 0 | 2
CC(=O)c1c(C)[nH]c(C(=O)OCC(=O)N2CCN(S(=O)(=O)c3ccc(C)cc3C)CC2)c1C | . | -0.2 | 0.0 | -13 | 4 | 1 | -1 | 1 | -4 | -3
O=C(CSc1ccc(-c2ccco2)nn1)NCc1ccccc1Cl | 1 | -3.1 | -2.0 | 0 | -5 | 17 | 0 | -7 | -7 | 1
O=C(Cc1cccs1)Nc1nncs1 | -4 | -2.7 | 3.4 | -3 | 2 | 16 | -6 | -6 | -14 | 1
Cc1cc(C)c2c(n1)nn1c(C3CC3)cc(C(F)(F)F)nc21 | 1 | -0.1 | 1.3 | -4 | 2 | 1 | 2 | -3 | -8 | 5
O=C(COc1ccc([N+](=O)[O-])cc1)N/N=C/c1ccccn1 | . | -1.2 | 0.0 | 7 | -2 | 6 | -1 | 4 | -14 | 0
COc1ccc(-n2c(Cc3cccn3C)nnc2SCC(N)=O)cc1 | . | -1.4 | -1.9 | -6 | 2 | 7 | 8 | -1 | -3 | -2
CCOP(=O)(OCC)C(C)(C)NC(=O)Nc1ccc(Cl)c(Cl)c1 | -4 | 2.4 | 0.2 | -17 | 6 | -12 | 14 | -3 | 2 | 0
O=C1[C@@H]2CSCN2C(=O)CN1Cc1ccccc1F | -1 | -1.3 | -1.6 | 6 | -2 | 7 | -1 | -4 | -8 | 5
CC(C)CC1Nc2ncnc(N3CCCCC3)c2N(Cc2ccccc2)C1=O (configuration not stated) | -4 | 3.7 | 0.7 | 8 | -1 | -21 | 1 | -4 | -4 | -4

Profiles as entered above. Order of values: CAL PDZ FP	OPRM1-OPRD1 ag	C-LANA FP	HTR5A inv ctr	HTR5A ag ctr	OPRM1-OPRD1 inv	RTF Ca sens act	Keap1 Nrf2 FP	RTF Ca sens inh	V-ATPase pH
Listed for `CCSc1nnc(NC(=O)C2CCCCC2C(=O)OCC(F)(F)C(F)F)s1` (configuration not stated) → -4	-3.2	1.4	-7	-2	16	4	-9	-14	-2
Listed for `Cc1cc(C)c[n+](-c2nc3ccccc3nc2C(=C=[N-])C#N)c1` → -2&3	-2.9&-0.5	0.1&-0.9	12&-6	-5&2	15&3	-5&6	-1&-12	-11&0	-4&0
Listed for `CC(=O)N1CCN(c2cc(N3CCc4ccccc4C3)c(F)cc2[N+](=O)[O-])CC1` → -1	-2.0	-1.4	10	0	12	-1	3	-2	1
Listed for `Cc1cc(CN2C(=O)c3ccccc3C2=O)cc(N2CCOCC2)c1` → 1	3.7	-0.3	11	-5	-22	10	-5	-11	2
Listed for `CCOP(=O)(OCC)C(C)(C)NC(=O)Nc1ccc(Cl)c(Cl)c1` → -4	2.4	0.2	-17	6	-12	14	-3	2	0

Some entries already given, limited to V-ATPase pH, RTF Ca sens act and HTR5A inv ctr:
canonical_smiles,V-ATPase pH,RTF Ca sens act,HTR5A inv ctr
CC(=O)c1c(C)[nH]c(C(=O)OCC(=O)N2CCN(S(=O)(=O)c3ccc(C)cc3C)CC2)c1C,-3,-1,-13
CCOP(=O)(OCC)C(C)(C)NC(=O)Nc1ccc(Cl)c(Cl)c1,0,14,-17

Next entries:
SMILES | CAL PDZ FP | OPRM1-OPRD1 ag | C-LANA FP | HTR5A inv ctr | HTR5A ag ctr | OPRM1-OPRD1 inv | RTF Ca sens act | Keap1 Nrf2 FP | RTF Ca sens inh | V-ATPase pH
O=C(Nc1nc2nc(-c3ccccc3)cc(-c3ccccc3)n2n1)c1ccco1 | 0 | -1.5 | 0.1 | 2 | -3 | 8 | -2 | 1 | -9 | 3
Cc1c[n+](C)ccc1CC1C([N+](=O)[O-])=C[N-]c2ncnn21 (configuration not stated) | . | -2.2 | 0.3 | 20 | -1 | 11 | -5 | -4 | -8 | 0
Cc1nn(CC(=O)N2CCN(C34CC5CC(CC(C5)C3)C4)CC2)c(C)c1[N+](=O)[O-] | -2 | 0.0 | 0.4 | -11 | 5 | 0 | 3 | 3 | 5 | -2
COc1ccc(-c2noc(-c3ccc4c(c3)OCO4)n2)cc1 | -8 | -1.9 | -0.5 | 16 | 2 | 12 | -4 | 5 | -3 | 1
CCO[C@H]1OC(C(=O)NCc2ccccc2)=C[C@@H](c2ccccc2)[C@@H]1CCCO | -7 | -1.8 | 0.3 | -9 | 4 | 10 | 1 | 0 | 6 | -1
Cc1cc(C(=O)Nc2ccncc2)ccc1[N+](=O)[O-] | 0 | 0.8 | 2.2 | -16 | 4 | -3 | 4 | -2 | -19 | 4
CCN(CC)c1ccc(C2C3CCCCC3(O)CCN2CC(=O)N2CCCCC2)cc1 (configuration not stated) | -2 | 1.1 | 0.5 | 3 | -10 | -6 | 5 | -1 | 5 | 5
O=C(COC(=O)COc1ccccc1)NCCc1ccccc1 | -1 | -1.7 | -0.2 | -3 | -4 | 9 | 3 | 0 | -6 | 0
Cc1nc(-c2ccc(F)cc2)c(CC(=O)N2CCN(S(=O)(=O)c3cccc([N+](=O)[O-])c3)CC2)s1 | -1 | 3.7 | 0.0 | -13 | 5 | -23 | 4 | -10 | -3 | 5
CCn1ncc(NC(=S)Nc2ccc3c(c2)OCO3)c1C(N)=O | -1 | -1.9 | -0.2 | 4 | 3 | 9 | 5 | 0 | -10 | -1
Cc1ccc(-c2cc(C(F)(F)F)n3ncc(C(=O)N4CCN(C)CC4)c3n2)cc1 | 1 | -4.1 | 0.2 | 7 | -3 | 17 | -8 | -3 | 4 | 4
COc1ccc(F)cc1S(=O)(=O)NC1CCCC1 | -1 | -2.2 | 1.6 | -42 | -1 | 12 | -4 | -2 | 3 | -2
Cc1cc(-c2ccco2)n2c(nc3ccccc32)c1C#N | -1 | -2.9 | -1.6 | -10 | -5 | 13 | -2 | -10 | -10 | 4
CCOc1ccccc1-n1nnnc1SCC(=O)O | -4 | -3.1 | -0.6 | 6 | 1 | 16 | -3 | -1 | 1 | -5
O=C(/C=C/c1ccccc1)NC(=S)NNS(=O)(=O)c1ccccc1 | 4 | -1.8 | -0.3 | -8 | 3 | 11 | -2 | -5 | -7 | -1
O=C1OC(Nc2ccc3ncccc3c2)c2ccccc21 (configuration not stated) | 0 | 1.0 | -0.2 | 6 | 5 | -6 | -5 | 1 | -12 | -2
CC(=O)Nc1ccc(S(=O)(=O)N2CCN(Cc3ccccc3[N+](=O)[O-])CC2)cc1 | -8 | -5.0 | -0.6 | -1 | 1 | 23 | 4 | -1 | -2 | -3
CCCSc1nc(C)c2cc(C)cc(C)c2n1 | -1 | 3.0 | -0.6 | -23 | 9 | -18 | -5 | 2 | -7 | 2
CCOC(=O)C(CC)(CCC(=O)O)c1csc(N)n1 (configuration not stated) | 1 | -2.4 | -1.7 | -5 | 3 | 13 | -2 | -2 | -6 | -6
COC(=O)c1ccccc1NC(=O)CSc1nnc(C(CO)NC(=O)c2ccccc2)n1C (configuration not stated) | 0 | 1.4 | 1.2 | 9 | -1 | -8 | -5 | 2 | -4 | -1
Cc1nn(C)c(C)c1NC(=O)C12CC3CC(CC(C3)C1)C2 | -1 | -0.8 | -1.0 | -4 | 0 | 5 | -1 | -3 | 4 | -4
Cc1ccc(S(=O)(=O)N(C)CC(=O)O/N=C(\N)c2cccc([N+](=O)[O-])c2)cc1 | 1 | -0.7 | 0.1 | 10 | -3 | 4 | -1 | 1 | -8 | -2
CCCS(=O)(=O)n1nc(-c2ccc(OC)cc2)cc1N | . | -1.2 | -0.7 | -15 | 5 | 7 | 0 | 0 | -6 | -3
O=S(=O)(Nc1ccc(Cc2ccncc2)cc1)N1CCCC1 | -1 | -3.2 | 0.1 | 21 | 1 | 15 | 3 | -5 | -7 | -1
NS(=O)(=O)c1ccc(CCNC(=O)c2ccc3c(c2)N(Cc2ccccc2)CCS3)cc1 | 2 | -2.2 | -2.1 | 19 | 4 | 11 | -3 | -2 | -5 | 0
Cc1cc(C)cc(Nc2ccc([N+](=O)[O-])nc2[N+](=O)[O-])c1 | -2 | 4.2 | -0.7 | 19 | 7 | -19 | 4 | -2 | -7 | -2
Cc1ccc(Cn2nc(C)cc2C(=O)Nc2ccccc2Cl)cc1 | 13 | 6.5 | 1.4 | -20 | 5 | -36 | -6 | 1 | -6 | -1
